Screens deposited in PubChem by several laboratories.
STK33 kinase inh = inhibitors of purified STK33 kinase, primary screen, biochemical, ADP-Glo luminescence, homogeneous, cell-free | inhibition, % at 10 µM | Serine/threonine-protein kinase 33 (Homo sapiens), Q9BYT3 | AID 2661, 2010 | actives 0.073% (n = 320,000) | MBP phosphorylation;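 active = inhibition at or above 25%, using the most active replicate where run in duplicate; inactive = inhibition below 25%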
Target sequence (Q9BYT3 whole entry, looked up): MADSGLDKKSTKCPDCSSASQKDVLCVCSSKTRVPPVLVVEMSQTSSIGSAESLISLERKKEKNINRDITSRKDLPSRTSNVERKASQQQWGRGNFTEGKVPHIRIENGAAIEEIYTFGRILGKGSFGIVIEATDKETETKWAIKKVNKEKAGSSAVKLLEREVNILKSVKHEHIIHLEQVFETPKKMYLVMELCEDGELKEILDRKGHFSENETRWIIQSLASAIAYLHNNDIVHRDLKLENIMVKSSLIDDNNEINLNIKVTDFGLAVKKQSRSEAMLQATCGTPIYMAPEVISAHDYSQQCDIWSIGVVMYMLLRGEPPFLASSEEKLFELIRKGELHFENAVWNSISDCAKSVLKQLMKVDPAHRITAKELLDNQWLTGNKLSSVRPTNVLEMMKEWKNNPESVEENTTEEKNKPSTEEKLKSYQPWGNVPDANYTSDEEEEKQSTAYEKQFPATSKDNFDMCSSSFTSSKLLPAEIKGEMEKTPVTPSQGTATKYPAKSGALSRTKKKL
OX1R antag-1 = OX1R (HCRTR1) antagonists, primary screen, fluorescence, CHO/OX1R cells, Fluo-8 calcium, orexin A | Orexin/Hypocretin receptor type 1 (Homo sapiens), O43613 | Fluo-8 calcium fluorescence | inhibition, % at 5 µM | actives 0.43% (n = 330,000) | AID 434989, 2010;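 active = inhibition above its plate's threshold, mean inhibition of all tested compounds on the plate plus 3 SD, cut at about 37% in these data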;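 note: 0% = orexin A challenge wells and 100% = SB-334867-A antagonist wells; not every result past the cut was called active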
Target sequence (O43613 whole entry, looked up): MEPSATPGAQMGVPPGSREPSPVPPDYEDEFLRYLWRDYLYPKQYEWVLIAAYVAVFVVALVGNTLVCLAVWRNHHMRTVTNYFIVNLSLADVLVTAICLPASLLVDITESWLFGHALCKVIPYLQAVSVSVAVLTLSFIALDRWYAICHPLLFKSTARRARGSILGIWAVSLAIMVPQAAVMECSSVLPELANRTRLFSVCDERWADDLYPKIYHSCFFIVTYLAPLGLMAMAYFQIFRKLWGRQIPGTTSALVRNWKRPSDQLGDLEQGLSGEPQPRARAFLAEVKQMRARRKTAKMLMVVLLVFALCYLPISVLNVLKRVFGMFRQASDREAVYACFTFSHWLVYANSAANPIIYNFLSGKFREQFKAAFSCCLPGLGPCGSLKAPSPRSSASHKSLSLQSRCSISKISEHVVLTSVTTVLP
OX1R antag-2 = antagonists of human orexin 1 receptor (OX1R); AID 485270, 2010; actives 1.8% (n = 330,000); inhibition, % at 6.6 µM; Orexin/Hypocretin receptor type 1 (Homo sapiens), O43613; OX1R-expressing cells, FRET antagonist read-out; in the data active = inhibition mostly above about 38%, no sharp cut-off; inactive = mostly below about 40%;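 note: 0% = agonist challenge alone and 100% = reference antagonist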
Starred values were filed as active, the others as inactive. An excerpt; rates above refer to the full screens.

O=C(N/N=C/c1c(O)n(-c2cccc3ccccc23)c(=O)[nH]c1=O)c1ccncc1 was read as STK33 kinase inh 9.5, OX1R antag-1 -9 and OX1R antag-2 21.
For O=c1c2ccccc2nc(-c2ccccc2)n1-c1ccccn1 the results were STK33 kinase inh 0.1, OX1R antag-1 -11 and OX1R antag-2 12.
`Oc1c(Br)cc(Br)cc1CN1CCN(Cc2ccccc2)CC1` gave STK33 kinase inh -0.4, OX1R antag-1 -38 and OX1R antag-2 8.
For N#CC1=C(N)Oc2c(c(=O)oc3ccccc23)C1c1ccncc1 (stereo not drawn) the results were STK33 kinase inh 0.9, OX1R antag-1 -8 and OX1R antag-2 20.
For CCCn1cc(CN2CCCC(C(=O)c3cccc(OC)c3)C2)c(C)n1 (stereo not drawn) the results were STK33 kinase inh -2.2, OX1R antag-1 -12 and OX1R antag-2 14.
For CCC(=NCc1ccco1)c1c(O)n(-c2ccc(OC)cc2)c(=O)[nH]c1=O the results were STK33 kinase inh -2.6, OX1R antag-1 -27 and OX1R antag-2 16.
`COC(=O)N(c1ccc(OC)cc1)P1(=S)OCCC(C)O1` (stereo not drawn) gave STK33 kinase inh 9.2, OX1R antag-1 -7 and OX1R antag-2 12.
Screening COC(=O)CC1(Cc2ccccc2)C(=O)NC(=O)NC1=O returned STK33 kinase inh -0.6, OX1R antag-1 1 and OX1R antag-2 7.
For COc1cc(OC)cc(C(=O)NC(=S)N2C[C@H]3C[C@H](C2)c2cccc(=O)n2C3)c1 the results were STK33 kinase inh -0.3, OX1R antag-1 -8 and OX1R antag-2 6.
For CC1CCN(C(=O)c2ccc(N3CC4CC(C3)c3cccc(=O)n3C4)c([N+](=O)[O-])c2)CC1 (stereo not drawn) the results were STK33 kinase inh -0.2, OX1R antag-1 -27 and OX1R antag-2 26.
C[C@]12CCC3C(CCC4=CC(O)CC[C@@]43/C=N/O)C1(O)CCC2C1=CC(=O)OC1 (stereo partly drawn) was read as STK33 kinase inh -1.0, OX1R antag-1 -2 and OX1R antag-2 8.
Screening NC12CN3CN(CN(C3)C1)C2 (tested in a mixture with another compound) returned STK33 kinase inh -1.2, OX1R antag-1 6 and OX1R antag-2 14.
COC(=O)C1=C(c2cc3ccccc3s2)C[C@@H]2CC[C@H]1N2C(=O)N1CCCC1 was read as STK33 kinase inh -1.8, OX1R antag-1 -29 and OX1R antag-2 16.
Cc1cc(OCC(=O)N2C[C@H]3C[C@@H](C2)c2cccc(=O)n2C3)c2c(C)cc(=O)oc2c1 was read as STK33 kinase inh 1.7, OX1R antag-1 -10 and OX1R antag-2 5.
C/C=C1/CN2C3CC1C(CO)(C(=O)OC)C2Cc1c3n(C)c2ccccc12 (stereo not drawn) was read as STK33 kinase inh 0.4, OX1R antag-1 3 and OX1R antag-2 8.
`COc1ccc(OC(=O)N(C)C)c(CN(C)C)c1` gave STK33 kinase inh 0.0, OX1R antag-1 -22 and OX1R antag-2 21.
Cc1cc(OC(=O)c2ccco2)c2c3c(c(=O)oc2c1)CCC3 was read as STK33 kinase inh 0.7, OX1R antag-1 -11 and OX1R antag-2 24.
CC(C)c1oc(=O)cc2c1[C@@H](O)[C@H]1OC(=O)[C@@]3(C)C[C@@H](O)[C@@H](O)[C@@]2(C)C13 (stereo partly drawn) was read as STK33 kinase inh -0.9, OX1R antag-1 -31 and OX1R antag-2 14.
Cn1cccc1/C=C1/C(=O)NC(=S)N(Cc2ccc(F)cc2)C1=O was read as STK33 kinase inh 0.3, OX1R antag-1 -12 and OX1R antag-2 6.
For CCC(C)NC(=O)c1c(N)n(CC2CCCO2)c2nc3ccccc3nc12 (stereo not drawn) the results were STK33 kinase inh -0.5, OX1R antag-1 -22 and OX1R antag-2 19.
Cc1ccc(-c2nc3ccccc3c(=O)n2-c2ccncc2)cc1 was read as STK33 kinase inh -1.4, OX1R antag-1 -20 and OX1R antag-2 7.
For CCOC(=O)C1(CCc2ccccc2)CCN(Cc2ccc(NC(C)=O)cc2)CC1 the results were STK33 kinase inh -0.2, OX1R antag-1 -9 and OX1R antag-2 12.
`CN1CCN(c2ncc(C=O)s2)CC1` gave STK33 kinase inh -0.5, OX1R antag-1 -1 and OX1R antag-2 14.
For Cc1nn(Cc2ccccc2)c(C)c1C(=O)O the results were STK33 kinase inh 0.3, OX1R antag-1 -16 and OX1R antag-2 -9.
For CSc1nc(N2CCN(C)CC2)c2ccccc2n1 the results were STK33 kinase inh -0.5, OX1R antag-1 -42 and OX1R antag-2 4.
CN1CCN(c2ccc(Cl)cc2N)CC1 was read as STK33 kinase inh -0.7, OX1R antag-1 7 and OX1R antag-2 5.
`Cn1ccc(NC(=O)CCl)n1` gave STK33 kinase inh -0.1, OX1R antag-1 -9 and OX1R antag-2 5.
Cc1ccc(C2C(=O)NC(=O)NC2=O)cc1 was read as STK33 kinase inh -0.4, OX1R antag-1 -2 and OX1R antag-2 19.
`Cn1cnnc1Sc1cc(N2CCNCC2)ccc1[N+](=O)[O-]` gave STK33 kinase inh 0.2, OX1R antag-1 -7 and OX1R antag-2 35.
O=C(c1ccc(Cl)cc1)C1CCCN(Cc2ccon2)C1 (stereo not drawn) was read as STK33 kinase inh -0.4, OX1R antag-1 -1 and OX1R antag-2 10.
CCCCN1C(=O)NC(=O)C2(Cc3c(nc4ccccn4c3=O)N3CCc4ccccc4C32)C1=O (stereo not drawn) was read as STK33 kinase inh 2.2, OX1R antag-1 -27 and OX1R antag-2 1.
O=C(Nc1ccc(Br)cc1)c1nn(C23CC4CC(CC(C4)C2)C3)cc1Br was read as STK33 kinase inh 0.0, OX1R antag-1 2 and OX1R antag-2 17.
`C=CCn1c(=O)c(C=Nc2c(OC)cccc2[N+](=O)[O-])c(O)n(CCCC)c1=O` gave STK33 kinase inh -1.1, OX1R antag-1 -10 and OX1R antag-2 24.
For COC(=O)C(O)(c1ccc(N(C)C(=O)c2ccc(Cl)c(Cl)c2)cc1)C(F)(F)F (stereo not drawn) the results were STK33 kinase inh -2.3, OX1R antag-1 -4 and OX1R antag-2 20.
`CCOC(=O)C1C(=O)NC23CCCC2C1c1ccccc1O3` (stereo not drawn) gave STK33 kinase inh -0.4, OX1R antag-1 -27 and OX1R antag-2 20.
Screening CCN(CC)CCN/N=C(\C)c1c(O)[nH]c(=O)[nH]c1=O returned STK33 kinase inh -1.3, OX1R antag-1 -17 and OX1R antag-2 4.
COCCNC(=O)N1[C@H]2CC[C@@H]1C(C(=O)OC)=C(c1ccc(OC(F)(F)F)cc1)C2 was read as STK33 kinase inh 0.0, OX1R antag-1 -17 and OX1R antag-2 6.
`CCOc1ccc(-c2cc(C)[n+](CCO)c(-c3ccc(OCC)cc3)c2)cc1` gave STK33 kinase inh 0.0, OX1R antag-1 -10 and OX1R antag-2 15.
COC(=O)c1ccccc1OP1(=O)COc2ccccc2OC1 was read as STK33 kinase inh -0.2, OX1R antag-1 2 and OX1R antag-2 8.
For CCOC(=O)c1c(NC(=O)c2c(N)n(CCCOC)c3nc4ccccc4nc23)sc2c1CCCC2 the results were STK33 kinase inh -1.0, OX1R antag-1 -12 and OX1R antag-2 -3.

In the list so far, 3 contain a nitro group on carbon:
For CC1CCN(C(=O)c2ccc(N3CC4CC(C3)c3cccc(=O)n3C4)c([N+](=O)[O-])c2)CC1 (stereo not drawn) the results were STK33 kinase inh -0.2, OX1R antag-1 -27 and OX1R antag-2 26.
`Cn1cnnc1Sc1cc(N2CCNCC2)ccc1[N+](=O)[O-]` gave STK33 kinase inh 0.2, OX1R antag-1 -7 and OX1R antag-2 35.
`C=CCn1c(=O)c(C=Nc2c(OC)cccc2[N+](=O)[O-])c(O)n(CCCC)c1=O` gave STK33 kinase inh -1.1, OX1R antag-1 -10 and OX1R antag-2 24.

Back to the main list; the four compounds before the break are reprinted first.
COCCNC(=O)N1[C@H]2CC[C@@H]1C(C(=O)OC)=C(c1ccc(OC(F)(F)F)cc1)C2 was read as STK33 kinase inh 0.0, OX1R antag-1 -17 and OX1R antag-2 6.
`CCOc1ccc(-c2cc(C)[n+](CCO)c(-c3ccc(OCC)cc3)c2)cc1` gave STK33 kinase inh 0.0, OX1R antag-1 -10 and OX1R antag-2 15.
COC(=O)c1ccccc1OP1(=O)COc2ccccc2OC1 was read as STK33 kinase inh -0.2, OX1R antag-1 2 and OX1R antag-2 8.
For CCOC(=O)c1c(NC(=O)c2c(N)n(CCCOC)c3nc4ccccc4nc23)sc2c1CCCC2 the results were STK33 kinase inh -1.0, OX1R antag-1 -12 and OX1R antag-2 -3.
For c1cc2c(cc1[C@H]1OC[C@H]3[C@@H]1CO[C@@H]3c1ccc3c(c1)OCO3)OCO2 the results were STK33 kinase inh 0.4, OX1R antag-1 -13 and OX1R antag-2 23.
For CN1CC[C@]23c4c5ccc(O)c4OC2[C@H](O)C=CC3[C@H]1C5 (stereo partly drawn) the results were OX1R antag-1 -12 and OX1R antag-2 14.
COc1ccccc1CN1CCN(C(=O)COc2cccc(C)c2)CC1 was read as STK33 kinase inh -1.1, OX1R antag-1 -16 and OX1R antag-2 1.
Cc1ccsc1-c1nc(CSCC(=O)N2CCC3(CC2)OCCO3)c(C)o1 was read as STK33 kinase inh 0.4, OX1R antag-1 -13 and OX1R antag-2 26.
For CCN(CC)c1ccc(/C=C2\C(=O)NC(=S)N(c3ccc(OC)cc3OC)C2=O)o1 the results were STK33 kinase inh -1.7, OX1R antag-1 0 and OX1R antag-2 31.
`O=C(Nc1ccc(OC(=O)N2CCCC2)cc1)N1CCOCC1` gave STK33 kinase inh 11, OX1R antag-1 -20 and OX1R antag-2 -3.
For CC(C)c1cccc(C(C)C)c1O the results were STK33 kinase inh -1.9, OX1R antag-1 -6 and OX1R antag-2 14.
For COc1cccc(C2(O)CCN(CC(=O)Nc3nc(C)cs3)CC2)c1 the results were STK33 kinase inh -0.5, OX1R antag-1 -18 and OX1R antag-2 5.
For CC(N)Cc1ccccc1Sc1ccc(O)cc1 (stereo not drawn) the results were STK33 kinase inh 0.2, OX1R antag-1 -2 and OX1R antag-2 22.
Screening COc1ccc(CCNC(=O)c2c(N)n(CCN3CCOCC3)c3nc4ccccc4nc23)cc1OC returned STK33 kinase inh 1.9, OX1R antag-1 -3 and OX1R antag-2 6.
CCOc1ccc(-c2c(C)n(-c3ccc(OCC)cc3)c3[n+]2CCCCC3)cc1 was read as STK33 kinase inh 1.2, OX1R antag-1 -2 and OX1R antag-2 26.
`COc1cc(Cn2c(N)c(C(=O)NCc3ccco3)c3nc4ccccc4nc32)cc(OC)c1OC` gave STK33 kinase inh -0.7, OX1R antag-1 3 and OX1R antag-2 3.
`CCOC(=O)/C(CCCN(CC)CC)=N\O` gave STK33 kinase inh -0.3, OX1R antag-1 -20 and OX1R antag-2 5.
For CCCCc1nc2ccccc2c(=O)n1-c1ccccc1[N+](=O)[O-] the results were STK33 kinase inh 0.5, OX1R antag-1 -25 and OX1R antag-2 14.
Screening CNC(=O)OCCc1n(C)cc[n+]1C returned STK33 kinase inh -0.4, OX1R antag-1 -17 and OX1R antag-2 30.
`C=Cn1c(P(=S)(N2CCOCC2)N2CCOCC2)cc2c1CCCC2` gave STK33 kinase inh 3.0, OX1R antag-1 -17 and OX1R antag-2 15.
Screening O=C(O)c1cc(Oc2ccc(C(F)(F)F)cc2Cl)ccc1[N+](=O)[O-] returned STK33 kinase inh 5.3, OX1R antag-1 -8 and OX1R antag-2 15.
For COC(=O)C1=C(c2cccc(C#N)c2)C[C@@H]2CC[C@H]1N2C(=O)NCc1cccc2ccccc12 the results were STK33 kinase inh -1.4, OX1R antag-1 -26 and OX1R antag-2 -2.
`COc1ccccc1C1=NCc2nnc(CSC)n2-c2ccc(Cl)cc21` gave STK33 kinase inh 0.8, OX1R antag-1 -27 and OX1R antag-2 18.
`ClC(Cl)=C(c1ccc(Cl)cc1)c1ccc(Cl)cc1` gave STK33 kinase inh -2.0, OX1R antag-1 0 and OX1R antag-2 17.
c1ccc(Nc2ccc(Nc3ccccc3)cc2)cc1 was read as STK33 kinase inh -1.2, OX1R antag-1 -3 and OX1R antag-2 15.
COc1cc2nc(N3CCN(C(=O)[C@@H]4CCCO4)CC3)nc(N)c2cc1OC was read as STK33 kinase inh -1.1, OX1R antag-1 3 and OX1R antag-2 12.
Screening O=C1NC(=O)C2(Cc3c(nc4ccccn4c3=O)N3CCCCCC32)C(=O)N1Cc1ccccc1 (stereo not drawn) returned STK33 kinase inh -2.5, OX1R antag-1 -18 and OX1R antag-2 9.
For Cc1ccc(CCN2CC(C(=O)N3CCC4(CC3)OCCO4)CC2=O)cc1 (stereo not drawn) the results were STK33 kinase inh -2.2, OX1R antag-1 -7 and OX1R antag-2 10.
O=C(CN1CC=C(c2ccccc2)CC1)Nc1c(Cl)cccc1Cl was read as STK33 kinase inh 0.1, OX1R antag-1 -15 and OX1R antag-2 13.
CCN1C[C@]2(CO)CC[C@H](OC)[C@@]34C5C[C@H]6[C@H](OC)C5[C@](O)(C[C@H]6OC)[C@@H](C(OC)C23)[C@@H]14 (stereo partly drawn) was read as STK33 kinase inh -1.1, OX1R antag-1 -1 and OX1R antag-2 12.
`CCn1c(O)c(/C=N/NC(=O)c2ccncc2)c(=O)[nH]c1=S` gave STK33 kinase inh 3.3, OX1R antag-1 -4 and OX1R antag-2 10.
For CC1(CCl)CN1S(=O)(=O)c1ccccc1 (stereo not drawn) the results were STK33 kinase inh -0.7, OX1R antag-1 0 and OX1R antag-2 15.
`O=C(CN1CCN(CCO)CC1)Nc1ccc(Cl)cc1C(=O)c1ccccc1` gave STK33 kinase inh -0.5, OX1R antag-1 -18 and OX1R antag-2 17.
CC(=O)CC(C)(C)n1c[n+](C)nn1 was read as STK33 kinase inh -0.7, OX1R antag-1 -18 and OX1R antag-2 10.
